Screening results (PubChem)
Hsp70 act – transcriptional activators of Hsp70 | HeLa Hsp70 promoter luciferase reporter, luminescence; scaled: vehicle 0, proteasome-inhibitor control 100% | activation, % at 10 µM | 0.04% of 200,000 active;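 active means activation above the mean across all tested compounds plus 3 SD, cutoff set per campaign, cut at about 5.5% in these data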;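 further: 100% = MG132 at 30 µM as the positive control and 0% = DMSO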
PMI act satM6P – PMI (human) activation, high substrate; 0.34% of 190,000 active; activation factor at 20 µM; P34949; coupled PMI enzyme assay, resazurin fluorescence, 20 min; hits give high values; 1 = untreated enzyme, 0 = substrate-free blank;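 active means activation factor of 2 or more at 20 µM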
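Test system: Human PMI in coupled enzyme assay | Input: 15 ng/mL PMI | Medium: HEPES-buffered pH 7.4 with magnesium and detergent | Compound: One concentration, 20 µM, in 1% DMSO | Incubation: Enzyme reaction with compound 20 min at room temperature | Detection: Diaphorase-driven resazurin-to-resorufin fluorescence, excitation 544, emission 590 nm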
S1P3 antagonist – blocks the human S1P3 receptor; CHO S1P3 NFAT-BLA reporter, FRET fluorescence, antagonist mode; inhibition, % at 4.98 µM; 0.27% of 170,000 active;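 active means inhibition above the plate cutoff, the mean inhibition of test wells on that plate plus 3 SD, cut at about 28% in these data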;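 further: cells challenged with S1P at its EC80 of 0.8 µM; blue over green emission ratio from cleaved BLA substrate after 4 h stimulation; 0% = S1P-stimulated wells and 100% = unstimulated DMSO-only wells; some compounds past the cut are filed as inactive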
L major viab – Leishmania major promastigote growth inhibition; Leishmania major promastigotes, resazurin fluorescence viability; inhibition, % at 10 µM; 9% of 200,000 active;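 further: promastigotes grown with compound for 44 hours at 28 °C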
PMI act – activators of human phosphomannose isomerase | P34949 | purified human PMI, coupled resazurin fluorescence, 20 min; hits give high values; 1 = vehicle control, 0 substrate-free wells | activation factor at 20 µM | 0.005% of 190,000 active;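 active means activation factor of 2 or more at 20 µM, relative to plate controls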
TLR4 MyD88 comp – blocks binding of human TLR4 to MyD88; AID 861; HeLa CL3-4 TLR4/MyD88 BLA complementation, FRET ratio; inhibition, % at 8.4 µM; 0.18% of 200,000 active; O00206+Q99836; in the data active means inhibition above about 25%;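 further: 0% = vehicle and 100% = reference inhibitor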
Target sequence (O00206 whole entry, looked up): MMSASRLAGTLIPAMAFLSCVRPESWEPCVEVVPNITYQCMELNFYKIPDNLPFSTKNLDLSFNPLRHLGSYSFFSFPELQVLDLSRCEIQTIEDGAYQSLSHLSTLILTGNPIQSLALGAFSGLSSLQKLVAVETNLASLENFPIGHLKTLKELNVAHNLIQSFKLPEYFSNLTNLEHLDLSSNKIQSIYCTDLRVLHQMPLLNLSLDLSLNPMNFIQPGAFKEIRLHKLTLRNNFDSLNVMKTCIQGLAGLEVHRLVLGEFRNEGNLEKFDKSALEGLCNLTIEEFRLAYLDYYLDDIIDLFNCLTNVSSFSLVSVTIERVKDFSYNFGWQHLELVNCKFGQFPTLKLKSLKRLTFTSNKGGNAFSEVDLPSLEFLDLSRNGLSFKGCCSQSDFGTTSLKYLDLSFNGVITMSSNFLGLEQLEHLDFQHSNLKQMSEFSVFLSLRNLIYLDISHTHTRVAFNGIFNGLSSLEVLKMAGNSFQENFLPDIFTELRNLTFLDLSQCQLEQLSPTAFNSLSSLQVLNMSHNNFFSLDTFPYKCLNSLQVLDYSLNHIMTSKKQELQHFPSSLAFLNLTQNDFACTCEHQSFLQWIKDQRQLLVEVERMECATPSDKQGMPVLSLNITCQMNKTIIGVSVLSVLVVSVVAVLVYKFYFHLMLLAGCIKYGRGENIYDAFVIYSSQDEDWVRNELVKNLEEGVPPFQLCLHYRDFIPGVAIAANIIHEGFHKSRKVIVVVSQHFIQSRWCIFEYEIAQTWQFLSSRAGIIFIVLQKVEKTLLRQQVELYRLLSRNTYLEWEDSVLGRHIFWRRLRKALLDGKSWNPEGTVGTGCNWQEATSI
Target sequence (Q99836 whole entry, looked up): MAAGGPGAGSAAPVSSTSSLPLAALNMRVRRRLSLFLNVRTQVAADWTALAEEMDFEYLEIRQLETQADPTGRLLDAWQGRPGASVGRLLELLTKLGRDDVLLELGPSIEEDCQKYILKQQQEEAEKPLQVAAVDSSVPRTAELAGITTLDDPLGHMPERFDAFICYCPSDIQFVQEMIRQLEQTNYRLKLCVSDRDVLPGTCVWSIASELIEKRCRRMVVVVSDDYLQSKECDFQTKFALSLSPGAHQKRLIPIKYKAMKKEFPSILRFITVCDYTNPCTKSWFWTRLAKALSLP
Diaph act CS – diaphorase activation or chemical reduction counter-screen | Diaphorase/resazurin coupled assay, resorufin fluorescence, 16 min; hits give high values; 1 = vehicle wells, 0 = NADH-free wells | activation factor at 20 µM | 0.005% of 190,000 active;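 active means diaphorase activity raised at least twofold by the compound at 20 µM; inactive means activation factor below 2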
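Test system: Clostridium kluyveri diaphorase, purified enzyme. Buffer or medium: 50 mM HEPES pH 7.4 buffer plus MgCl2 and Tween 20. Also added: 0.114 mM NADH and 0.1 mM resazurin, final amounts. Dosing: compound 20 µM once, DMSO 1%. Schedule: 16 min enzyme reaction, ambient temperature. Detection: fluorescence of resorufin, 544 nm excitation, 590 nm emission.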
G6PDH CS – inhibits Leuconostoc G6PDH, flagging false hits in G6PDH-based assays; Purified L. mesenteroides G6PDH, diaphorase/resazurin coupled fluorescence, 45 min; inhibition, % at 5 µM; 0.12% of 200,000 active; AID 1020
Diaphorase inh – inhibits diaphorase or chemically oxidizes, flagging diaphorase assay artifacts; inhibition, % at 20 µM; 0.69% of 190,000 active; diaphorase resazurin-to-resorufin fluorescence, NADH, 16 min; bacterial (C. kluyveri) enzyme, not human;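 active means primary screen inhibition at 20 µM above a set limit, cut at about 50% in these data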;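 further: plate controls were DMSO with full reaction for no effect and wells lacking NADH for full effect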
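controls = No-NADH positive control and DMSO neutral control | system = Clostridium kluyveri diaphorase enzyme | timing = reaction incubation of 16 min at room temperature | signal = resorufin fluorescence 544/590 nm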
Redox H2O2 prof – compounds producing H2O2 with reducing agent – biochemical, NIH compound library profiling, artefact control for MLSCN library redox annotation, primary screen | DTT-dependent redox cycling H2O2, phenol red/HRP absorbance; 100% = 100 µM peroxide control, 0% = buffer | activation, % at 10 µM | 0.03% of 200,000 active | AID 878;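 active means activation of at least 50% relative to the plate's high and low controls in the primary single-dose screen; inactive means activation below 50%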;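 further: compound incubated with DTT at 0.8 mM final as the reducing agent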
RAM network inh – blocks the yeast RAM network | AID 868 | inhibition, % at 50 µM | 1.8% of 190,000 active | S. cerevisiae dse1pr::URA3 reporter, 5-FOA growth OD615, 2 d; analog-sensitive cbk1-as2 kinase mutant strain;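 active means inhibition above a set limit, 3 SD over mean compound inhibition, cut at about 8.4% in these data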;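 further: 0% = DMSO-only wells with no growth and 100% = 10 µM 1-NA-PP1 full growth; inhibition rescues growth on 5-FOA so higher OD means more RAM inhibition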
The depositor's hits bear a star; / = not tested or not shown. Unless noted, no stated cut-off is given here; in the data, active means inhibition above about 50%; inactive means the rest.

SMILES	Hsp70 act	PMI act satM6P	S1P3 antagonist	L major viab	PMI act	TLR4 MyD88 comp	Diaph act CS	G6PDH CS	Diaphorase inh	Redox H2O2 prof	RAM network inh
Cc1nc2n[nH]c(N)c2c2c1COC(C)(C)C2	-0.2	0.9	/	-5	0.9	-15	0.8	5	17	-0.5	1.6
Cn1c(CO)cnc1SCc1ccc([N+](=O)[O-])cc1	-0.3	1	/	2	1	14	1	15	1	3.3	2.8
C[N+]1(CCOC(=O)C2(c3ccccc3)CCCC2)CCCCC1	-0.1	0.9	-17	-2	0.9	11	1	3	0	-1.1	2.0
COCc1[nH][nH]c(=O)c1C=Nc1ccc(F)cc1F	0.0	1	/	-2	0.9	5	0.9	2	13	-0.1	0.6
CCc1ccccc1NC(=O)c1ccc(F)c(S(=O)(=O)N2CCC(C(N)=O)CC2)c1	-0.3	1	-24	0	1	3	0.9	8	13	0.2	7.3
O=C(/C=N/O)NCCCN1CCCCCC1	-0.1	0.9	/	-5	0.9	2	0.9	5	11	-0.4	0.7
Cc1ccc(N(CC(=O)O)C2SC(=O)NC2=O)cc1 (stereo unspecified)	-0.1	0.9	/	-6	0.8	15	0.9	11	11	0.1	-0.4
COCc1cc(Sc2ccc(OC)cc2)nc(-c2ccccc2)n1	-0.1	0.9	-13	0	0.9	-5	0.8	-4	22	0.6	-0.6
N#CCCn1cc(C=C(C#N)C#N)c(-c2ccc(-c3ccccc3)cc2)n1	-0.4	1	0	41	1.1	-5	1	15	2	0.3	5.2
COC(=O)CCC(=O)NS(=O)(=O)c1ccc(N=NN2CCOCC2)cc1	0.0	1	6	2	1	7	0.9	9	12	-0.5	1.7
O=C(Nc1nc(-c2ccccn2)cs1)C1CCCC1	-0.2	0.9	-11	79*	1	2	0.8	14	16	-0.1	1.9
COc1ccc(C(=O)NNC(=O)c2ccccc2[N+](=O)[O-])cc1Br	-0.3	0.9	-17	-5	1	-22	0.9	1	8	-0.5	2.7
Clc1cccc(N/N=C/c2ccc(N3CCOCC3)cc2)c1	-0.2	2.3*	/	83*	1.4	-13	0.9	13	7	-1.6	-0.5
COC(=O)c1ccccc1NC(=S)NC(NC(=O)c1ccco1)C(Cl)(Cl)Cl (stereo unspecified)	0.5	0.9	/	20	0.9	-8	0.8	6	21	1.6	-0.1
CC1CCN(S(=O)(=O)c2ccc(C(=O)Nc3nnc(-c4ccncc4)o3)cc2)CC1	0.1	1.2	-3	2	1	-8	0.7	6	30	-0.2	4.4
O=C(NNC(=O)c1ccccc1[N+](=O)[O-])c1cnccn1	-0.1	0.8	/	-3	0.8	1	0.9	10	5	0.7	1.1
O=C(Nc1ccc(N2CCCCC2)cc1)c1cncc(Br)c1	-0.2	1	28	0	1	-1	1.1	3	-5	6.2	0.8
Cc1nn(CC(=O)N/N=C/c2ccc3c(c2)OCO3)c(C)c1Br	-0.4	1	5	2	1	1	0.8	-2	16	0.2	-0.6
c1ccc(Nc2nc3ccccc3o2)cc1	-0.1	1	/	-1	1	-3	0.9	-1	12	0.0	-0.5
CCCC(=O)Nc1cc(C(F)(F)F)ccc1N1CCOCC1	-0.4	0.9	-10	-1	0.9	-12	0.9	1	13	-0.5	0.6
CCCCOC(=O)Nc1cc(C)c(Cl)cc1OC	-0.4	0.9	/	-4	0.8	8	0.8	4	18	0.1	1.0
O=C1/C(=C/c2cccc3ccccc23)CCCc2ccccc21	0.0	0.9	/	8	0.9	0	0.9	-1	14	0.5	4.7
O=C(COc1ccc2c(c1)C(=O)CC1(CCCCC1)O2)NCc1ccccn1	-0.4	1	-12	1	0.9	0	0.8	-2	17	-12	0.0
Fc1ccc(N2CCN(C3=Nc4cccc5cccc3c45)CC2)cc1	0.1	0.7	-3	98*	0.9	1	0.9	0	10	0.2	0.1
O=C(c1cccc(C(F)(F)F)c1)C1CCCN(Cc2cccc(OCCO)c2)C1 (stereo unspecified)	0.0	1	2	8	0.9	-4	0.9	4	7	0.6	-1.0

(further entries)
SMILES	Hsp70 act	PMI act satM6P	S1P3 antagonist	L major viab	PMI act	TLR4 MyD88 comp	Diaph act CS	G6PDH CS	Diaphorase inh	Redox H2O2 prof	RAM network inh
O=C(O)C1C2C=CC(C3CC23)C1C(=O)O (stereo unspecified)	-0.2	0.9	/	-7	0.9	-13	0.8	5	16	2.1	2.0
O=C(NC(=S)NCc1ccccc1)C1CC1	-0.2	1.1	-23	-2	1	-3	0.9	3	11	-0.2	-1.1
Cc1ccc(NC(=O)c2ccnc(C(C)(C)C)c2)cc1	-0.2	0.9	/	3	1	-1	0.8	3	22	0.5	-1.5
CCCN(C(=O)CSc1nnnn1C)C1CCS(=O)(=O)C1 (stereo unspecified)	-0.2	1	-9	0	1	-24	0.9	-4	9	-0.2	2.3
CS(=O)(=O)N1CCCC(C(=O)Nc2ccc(F)cc2F)C1 (stereo unspecified)	0.1	0.7	-4	-9	1	15	0.9	3	10	0.4	1.8
CC1=C(C(=O)Nc2ccc(F)cc2)C(c2ccc(C)o2)C2=C(CC(C)(C)CC2=O)N1 (stereo unspecified)	0.1	1	-9	-2	1	-3	0.9	-16	7	-0.6	-0.4
CCOC(=O)c1c(C(=O)OCC)c(C)n(CCc2ccc(OC)c(OC)c2)c1C	-0.3	0.6	13	2	0.9	-4	0.9	-10	13	0.2	2.0
COc1ccc(CCCc2n[nH]c(=S)n2C)cc1C	-0.3	1.1	-3	0	1.1	0	1	6	4	0.3	2.2
CC(C)Sc1cc(N2CCOCC2)nc(-c2ccc(Cl)cc2)n1	-0.4	1	/	-3	1	-4	1	6	1	-3.5	7.3
CC(=O)N1CCN(c2ccc(N=Cc3c(O)n(Cc4ccccc4)c(=O)[nH]c3=O)cc2)CC1	-0.1	0.9	-5	-3	1.1	0	1	4	2	1.8	3.9
CCOC(=O)c1nc2cc3n(c(C)c-2c1C)C(C)C(C)=C3C (stereo unspecified)	-0.3	0.8	/	67*	1.1	-2	1	-48	4	-4.7	0.7
CCc1ccccc1NC(=S)N(Cc1cccnc1)Cc1ccco1	-0.4	1.1	0	99*	1	10	1	-10	0	-0.4	-0.4
COc1cccc(C(=O)NC(=S)N2CCN(c3ccc(C(F)(F)F)cc3[N+](=O)[O-])CC2)c1	-0.1	0.9	-11	51*	0.8	-4	0.8	14	24	-0.5	3.6
COc1ccc(C2CCN(Cc3cccnc3)CC2O)cc1 (stereo unspecified)	-0.1	0.9	-13	88*	1.1	-5	0.9	-3	13	1.8	-1.0
COc1ccc(N2C(=O)CSCC2=O)cc1OC	-0.1	1	-9	-4	1	-13	1	5	1	-1.9	1.6
COc1cc(N)c(Br)cc1C(=O)O	-0.3	1	-7	-1	1.1	-12	1.1	11	-14	-1.3	-0.2
Cc1cc2n(n1)C(c1ccc(N(C)C)cc1)Nc1ccccc1-2 (stereo unspecified)	-0.2	1	17	11	1.1	-2	0.9	11	11	0.8	3.3
O=C1CC(CCC(=O)NC2CC2)c2ccccc2N1 (stereo unspecified)	0.1	0.8	-1	0	0.9	-11	0.8	10	20	-2.0	2.2
CN(C)C1=NC(=O)/C(=C\c2ccccc2)S1	0.2	1.1	0	6	1	11	0.9	4	10	-1.4	1.3
Cc1cccc(C)c1NC(=O)N1CC=C(n2c(=O)[nH]c3ccccc32)CC1	-0.2	1	6	-6	1	4	1	11	2	2.1	0.8
CN(C(=O)CSc1nnc(NCc2ccccc2)s1)C1CCS(=O)(=O)C1 (stereo unspecified)	-0.3	0.9	-19	-6	1	-1	0.9	5	6	-0.6	1.5
Cc1ccccc1OCc1nnc(SCC(=O)NCc2ccccc2)n1C	-0.2	1	-41	-2	0.9	18	1	-8	1	0.3	2.8
O=c1[nH]c(CN(CCc2ccccc2)S(=O)(=O)c2ccc(Cl)cc2)nc2ccccc12	-0.4	1	-10	46	1.1	3	0.9	-22	12	0.1	3.5
COc1ccc2cc(C(N)=O)c(=Nc3ccccc3)oc2c1	-0.3	1	-6	-5	1	-5	0.9	-6	14	-0.1	1.8
COc1ccc(CCNc2oc(-c3ccco3)nc2C#N)cc1	0.1	1	-8	9	1	-6	0.9	10	14	1.4	0.3

The results go on:
SMILES	Hsp70 act	PMI act satM6P	S1P3 antagonist	L major viab	PMI act	TLR4 MyD88 comp	Diaph act CS	G6PDH CS	Diaphorase inh	Redox H2O2 prof	RAM network inh
Cc1ccc(-c2nnn3c2nc(NCCc2ccc(S(N)(=O)=O)cc2)c2ccccc23)cc1	-0.4	1.1	-7	73*	1.1	-11	1	-2	2	0.4	3.6
N#Cc1c(-c2ccccc2)nc2n1CCS2	-0.2	0.9	-6	-5	0.8	-28	0.9	14	14	-0.5	0.9
CCC(Sc1nc(N)c(NC(=O)c2ccc(OC)cc2)c(=O)[nH]1)C(=O)O (stereo unspecified)	-0.3	1	-22	-6	1.2	9	1	5	0	-3.4	0.1
COc1ccccc1CCNC(=O)c1ccoc1C	-0.3	1	-2	-4	1	-4	1	-16	5	-4.8	-0.4
O=C(O)c1ccccc1C(=O)NCc1cccnc1	-0.1	1	-17	-4	1	1	0.9	5	14	0.1	1.4
CCC(Cc1ccccc1)NC(=O)C1=C(C)C(=O)OC12CCC(C)CC2 (stereo unspecified)	0.0	1	3	7	1	-2	1	1	4	-0.2	2.1
CCNc1nc(NCC)nc(OCCOC(=O)Nc2ccccc2)n1	-0.3	1	8	2	1	-9	0.9	0	8	0.0	-0.1
Cc1ccc(C(=O)Nc2ccc(S(=O)(=O)N3CCN(C)CC3)cc2)o1	-0.2	1	10	-7	1	17	1.1	14	-8	-1.5	0.5

4 of the compounds above, with values under each structure.
Values run as follows: Hsp70 act	PMI act satM6P	S1P3 antagonist	L major viab	PMI act	TLR4 MyD88 comp	Diaph act CS	G6PDH CS	Diaphorase inh	Redox H2O2 prof	RAM network inh
Cc1ccc(-c2nnn3c2nc(NCCc2ccc(S(N)(=O)=O)cc2)c2ccccc23)cc1
    -0.4	1.1	-7	73*	1.1	-11	1	-2	2	0.4	3.6
N#Cc1c(-c2ccccc2)nc2n1CCS2
    -0.2	0.9	-6	-5	0.8	-28	0.9	14	14	-0.5	0.9
CCC(Sc1nc(N)c(NC(=O)c2ccc(OC)cc2)c(=O)[nH]1)C(=O)O (stereo unspecified)
    -0.3	1	-22	-6	1.2	9	1	5	0	-3.4	0.1
COc1ccccc1CCNC(=O)c1ccoc1C
    -0.3	1	-2	-4	1	-4	1	-16	5	-4.8	-0.4
